Source: PubChem BioAssay (several laboratories)
TLR4 MyD88 comp: blocks binding of human TLR4 to MyD88; inhibition, % at 8.4 µM; O00206+Q99836; HeLa CL3-4 TLR4/MyD88 BLA complementation, FRET ratio; hit rate 0.18% among 200,000; in the data active = inhibition above about 25%;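 note: 0% = vehicle and 100% = reference inhibitor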
Diaphorase act: counter-screen for diaphorase-based assays: diaphorase activators and chemical reducers; Diaphorase/resazurin coupled assay, resorufin fluorescence, 16 min; hits give high values; 1 = vehicle wells, 0 = NADH-free wells; activation factor at 20 µM; hit rate 0.005% among 190,000; AID 1229;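 active = diaphorase activity raised at least twofold by the compound at 20 µM; inactive = activation factor below 2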
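Material: purified diaphorase enzyme from Clostridium kluyveri / Medium: HEPES pH 7.4 buffer with MgCl2 and Tween 20 / Schedule: enzyme reaction of 16 min at room temperature / Measured by: resorufin fluorescence, excitation 544 nm, emission 590 nm / Evaluation: rise in resorufin formation, marking diaphorase activation or chemical reduction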
FLuc inhib CS: inhibits firefly luciferase, flagging false hits in luciferase inhibition screens | ATPLite firefly luciferase biochemical luminescence, 10 min | AID 1006 | inhibition, % at 10 µM | hit rate 1.5% among 200,000 | P08659;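 active = inhibition above about 50% when tested at 10 µM, limit read from the data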
Target sequence (P08659 whole entry, looked up): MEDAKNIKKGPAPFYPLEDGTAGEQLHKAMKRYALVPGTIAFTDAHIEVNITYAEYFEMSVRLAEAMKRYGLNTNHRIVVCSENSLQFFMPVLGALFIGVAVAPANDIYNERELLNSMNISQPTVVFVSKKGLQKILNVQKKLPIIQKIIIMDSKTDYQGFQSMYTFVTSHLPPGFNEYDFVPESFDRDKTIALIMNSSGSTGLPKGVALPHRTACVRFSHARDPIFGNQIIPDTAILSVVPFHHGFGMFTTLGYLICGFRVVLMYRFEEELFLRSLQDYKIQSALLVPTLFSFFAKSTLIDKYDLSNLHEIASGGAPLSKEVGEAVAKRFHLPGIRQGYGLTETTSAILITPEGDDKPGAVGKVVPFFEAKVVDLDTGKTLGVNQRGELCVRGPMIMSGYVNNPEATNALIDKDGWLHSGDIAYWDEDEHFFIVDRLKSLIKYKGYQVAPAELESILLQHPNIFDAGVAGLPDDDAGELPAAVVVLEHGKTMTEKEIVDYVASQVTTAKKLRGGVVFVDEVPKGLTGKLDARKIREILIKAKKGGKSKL
APP 5UTR inh: APP translation inhibition | SH-SY5Y APP 5'UTR-luciferase reporter, luminescence | inhibition, % at 2 µM | hit rate 0.82% among 190,000;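 active = inhibition above a set limit, derived from the sample mean plus 3 SD, cut at about 45% in these data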; note: values of inactives mirror those of a sister screen read the other way
APP 5'UTR act: APP 5'UTR luciferase reporter activation | hit rate 1% among 190,000 | AID 1276 | SH-SY5Y APP 5'UTR luciferase reporter, luminescence; zero percent = DMSO vehicle wells | activation, % at 2 µM;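 active = activation above a set limit, based on mean plus 3 SD of controls, cut at about 140% in these data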; note: values of inactives mirror those of a sister screen read the other way
NF-kB expr up: NF-kB expression increase, human neuronal cells. hit rate 1.6% among 190,000. AID 1239. fold change at 12.5 µM. NF-kB reporter expression; hits give high values; in the data active = fold change above about 3.3
FLuc stim CS: firefly luciferase counter-screen for stimulation assays. ATPlite luciferase biochemical, luminescence, 10 min; 0 = ATP-free wells, 1 = DMSO control. AID 1027. activation factor at 10 µM. P08659. 200,000 tested, under 10 active;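 active = luciferase activation factor, scaled between plate controls, of at least 2 with compound at 10 µM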
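test system = cell-free luciferase reagent | medium = PBS as buffer for the ATP substrate | dosing = test compounds dosed from 2 mM stocks in 100% DMSO | incubation = 10 min at ambient temperature | detection = luminescence measurement of luciferase light output | benchmarks = low control with PBS replacing ATP, high control enzyme plus ATP without compound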
Diaphorase inh: diaphorase inhibition or chemical oxidation counter-screen | diaphorase resazurin-to-resorufin fluorescence, NADH, 16 min; bacterial (C. kluyveri) enzyme, not human | inhibition, % at 20 µM | hit rate 0.69% among 190,000 | AID 1217;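 active = primary screen inhibition at 20 µM above a set limit, cut at about 50% in these data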;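 note: plate controls were DMSO with full reaction for no effect and wells lacking NADH for full effect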
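Test system: diaphorase enzyme from Clostridium kluyveri; amount: diaphorase at 0.14 U/mL in enzyme working solution; detection: fluorescence of resorufin formed from resazurin, Ex 544/Em 590 nm; times: reaction incubation of 16 min at room temperature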
G6PDH CS: L. mesenteroides G6PDH inhibition counter-screen; Purified L. mesenteroides G6PDH, diaphorase/resazurin coupled fluorescence, 45 min; AID 1020; hit rate 0.12% among 200,000; inhibition, % at 5 µM; in the data active = inhibition above about 50%
STAT1 activator: increases IFN-gamma driven STAT1 reporter signal; NIH 3T3 STAT1-luciferase reporter, luminescence; 100% = IFN-gamma alone, no compound; activation (% of control), % at 5.5 µM; hit rate 2.6% among 200,000;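 active = activation above the screen-wide mean activation plus 3 SD, cut at about 130% in these data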;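 note: raw ratio to IFN-gamma control signal so 100% means no change and 0% no light; values of inactives mirror those of a sister screen read the other way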
An asterisk follows results filed as active; . = not tested or not shown.

SMILES | TLR4 MyD88 comp | Diaphorase act | FLuc inhib CS | APP 5UTR inh | APP 5'UTR act | NF-kB expr up | FLuc stim CS | Diaphorase inh | G6PDH CS | STAT1 activator
COCCn1nnnc1C(C(C)C)N1CCSCC1 (centres undefined) | 8 | 0.8 | -2 | -7 | 7 | 1.1 | 1 | 20 | 20 | 94
Cn1c(=O)[nH]c(=O)c2c1nc(CN1CCOCC1)n2CCc1ccccc1 | 8 | 0.9 | -1 | 18 | -18 | 1.1 | 1 | 11 | 10 | 99
O=C(CN1CCOCC1)Nc1cccc(Br)c1 | -5 | 1 | -9 | -41 | . | 1.1 | 1.1 | 4 | -5 | 104
Cc1cc(C)n2nc(-c3cnn(C)c3C(F)(F)F)c(Cl)c2n1 | -8 | 1 | -2 | 13 | -13 | 1.1 | 1 | 4 | 4 | 108
[O-]/C(=C(\C(=S)NCCN1CCOCC1)[n+]1ccccc1)c1ccc(Cl)s1 | 1 | 0.9 | 0 | 10 | -10 | 1.2 | 1 | 7 | 18 | 96
CC(Sc1nc(-c2ccccc2)nc2c1COC(C)(C)C2)C(=O)N1CCOCC1 (centres undefined) | -17 | 0.9 | -2 | 6 | -6 | 1.4 | 1 | 12 | -8 | 104
Clc1ccc(-c2nc3ncccn3c2Nc2ccc3c(c2)OCCO3)cc1 | 4 | 1 | -6 | -7 | 7 | 1 | 1.1 | 5 | -5 | 105
O=C(O)CN1C(=O)C2C3CC(C2C1=O)C1C(c2ccccc2)c2sc(=O)[nH]c2SC31 (centres undefined) | -16 | 0.9 | -2 | 5 | -5 | 1.1 | 1 | 12 | -11 | 98
O=C(c1ccncc1)N1CCN(c2ccc3ccccc3n2)CC1 | 5 | 1 | -8 | -8 | 8 | 0.86 | 1.1 | 2 | 12 | 88
O=C1Nc2ccc([N+](=O)[O-])cc2OC1CCN1CCN(c2ccccc2)CC1 (centres undefined) | -2 | 0.9 | -5 | -17 | 17 | 1.1 | 1 | 13 | 2 | 101
c1ccc(SCc2nc(-c3cccnc3)no2)cc1 | -1 | 1.1 | 5 | -46 | 46 | 3.1 | 0.9 | -6 | 2 | 133*
O=C(CN1C(=O)NC2(CCCCC2)C1=O)Nc1ccccc1Cl | -17 | 0.8 | -5 | 8 | -8 | 1.5 | 1.1 | 18 | 0 | 92
CCCCOC(=O)Nc1ccc(C(C)C)cc1 | -16 | 0.9 | 13 | -100 | 100 | 2.3 | 0.9 | 13 | 1 | 130*
CCN(C(=O)c1cccc(F)c1)c1ccccc1C | 1 | 0.9 | 0 | -13 | 13 | 1.1 | 1 | 13 | 6 | 100
COC(=O)C1CC(=O)N(CCc2c[nH]c3ccccc23)C1 (centres undefined) | 17 | 1 | -4 | . | . | 0.95 | 1 | -3 | -1 | 96

2 records drawn at random from those above:
SMILES | TLR4 MyD88 comp | Diaphorase act | FLuc inhib CS | APP 5UTR inh | APP 5'UTR act | NF-kB expr up | FLuc stim CS | Diaphorase inh | G6PDH CS | STAT1 activator
O=C(CN1C(=O)NC2(CCCCC2)C1=O)Nc1ccccc1Cl | -17 | 0.8 | -5 | 8 | -8 | 1.5 | 1.1 | 18 | 0 | 92
O=C1Nc2ccc([N+](=O)[O-])cc2OC1CCN1CCN(c2ccccc2)CC1 (centres undefined) | -2 | 0.9 | -5 | -17 | 17 | 1.1 | 1 | 13 | 2 | 101

Continuation.
SMILES | TLR4 MyD88 comp | Diaphorase act | FLuc inhib CS | APP 5UTR inh | APP 5'UTR act | NF-kB expr up | FLuc stim CS | Diaphorase inh | G6PDH CS | STAT1 activator
COc1cc(OC)cc(C(=O)Nc2nc3ccccc3[nH]2)c1 | 2 | 1 | 31 | -105 | 105 | 1.9 | 0.7 | 3 | 14 | 131*
Cc1nc(=O)c(-c2ccccc2)c(C)n1CCCO | 3 | 0.9 | -5 | -12 | 12 | 1.2 | 1 | 9 | 3 | 104
Cc1ccc(Oc2nsnc2N2CCOCC2)cc1 | -12 | 0.8 | -3 | 5 | -5 | 1.3 | 1 | 17 | 0 | 94
CCc1ccc(N(CC(=O)Nc2sc3c(c2C(=O)OC)CCCC3)S(C)(=O)=O)cc1 | -10 | 0.7 | -3 | -4 | 4 | 0.87 | 1 | 29 | 1 | 99
Cc1cc2ccccc2c(=O)n1CC(=O)NCCC1=CCCCC1 | 8 | 0.8 | 60* | 6 | -6 | 1.1 | 0.4 | 21 | 6 | 95
COc1ccccc1CNC(=O)C(C)Sc1ccc(C)cc1 (centres undefined) | 6 | 0.8 | -6 | -10 | 10 | 1.3 | 1.1 | 23 | 8 | 97
Nc1ccccc1Nc1ccccc1 | -1 | 0.7 | -8 | 6 | -5 | 0.91 | 1.1 | 27 | 0 | 110
c1cnc(N2CCN(c3ncnc4c3oc3ccccc34)CC2)nc1 | . | 0.7 | -6 | . | . | . | 1.1 | 31 | 10 | .
O=c1cc(N2CCCCC2)c(-c2ccccc2)nn1Cc1cccc(F)c1 | 3 | 0.8 | -5 | 7 | -7 | 0.88 | 1 | 21 | 2 | 95
O=C(CCCn1c(SCC(=O)c2ccc(F)cc2)nc2ccccc2c1=O)NCc1ccco1 | -7 | 0.9 | -11 | -8 | 8 | 0.87 | 1.1 | 8 | 1 | 89
CCc1ccc(/C=C2\SC(N3CCCC3)=NC2=O)cc1 | 4 | 0.9 | 22 | -12 | 12 | 1 | 0.8 | 7 | 1 | 120
CC(C)=C(NC(=O)c1ccccc1)C(=O)NCCCC(=O)O | -5 | 1.1 | -3 | 0 | 0 | 1.2 | 1 | -12 | 14 | 109
Cc1ccc(-n2c(Cc3cccs3)nnc2SCC(=O)Nc2ccc(S(N)(=O)=O)cc2)cc1 | 5 | 0.8 | -8 | 16 | -16 | 0.91 | 1.1 | 18 | 2 | 100
CN(C)/C=C/C(=O)c1cnc(-c2ccccn2)s1 | -2 | 1.1 | 32 | -66 | 66 | 1.9 | 0.7 | -6 | 3 | 129*
CCOc1ccc(N=C(C)c2ccccc2O)cc1 | 6 | 0.9 | 5 | -16 | 16 | 1 | 0.9 | 7 | 2 | 97

Compound profiles, from the list above. Order of values: TLR4 MyD88 comp	Diaphorase act	FLuc inhib CS	APP 5UTR inh	APP 5'UTR act	NF-kB expr up	FLuc stim CS	Diaphorase inh	G6PDH CS	STAT1 activator
`Cc1ccc(-n2c(Cc3cccs3)nnc2SCC(=O)Nc2ccc(S(N)(=O)=O)cc2)cc1` is entered as 5	0.8	-8	16	-16	0.91	1.1	18	2	100
`Cc1ccc(Oc2nsnc2N2CCOCC2)cc1` is entered as -12	0.8	-3	5	-5	1.3	1	17	0	94

New compounds follow:
SMILES | TLR4 MyD88 comp | Diaphorase act | FLuc inhib CS | APP 5UTR inh | APP 5'UTR act | NF-kB expr up | FLuc stim CS | Diaphorase inh | G6PDH CS | STAT1 activator
COc1ccccc1/C=C/C=N/N1CCN(Cc2cccc3ccccc23)CC1 | 3 | 0.8 | -7 | -9 | 9 | 1.1 | 1.1 | 15 | 7 | 100
COc1ccc(OCC(=O)Nc2ccccc2O)cc1 | -3 | 0.8 | 14 | -65 | 65 | 5.5* | 0.9 | 15 | 5 | 88
Clc1ccc(OCCn2ccnc2)c(Br)c1 | -1 | 0.9 | -3 | 7 | -7 | 1.1 | 1 | 9 | -4 | 94
COc1ccccc1OCCCn1c(=O)sc2ccccc21 | 4 | 0.9 | 16 | -6 | 6 | 1.5 | 0.8 | 7 | 4 | 118
NC(=O)CC[C@@H]1NC(=O)[C@@H]2CCCN2C(=O)c2cc([N+](=O)[O-])cc(I)c2NCCCC[C@@H](C(=O)NC(CC(=O)O)C(N)=O)NC1=O (some centres undefined) | -9 | 0.9 | -6 | 2 | -2 | 1.2 | 1.1 | 5 | 13 | 104
CCOc1ccc(NC(=S)Nc2ccccc2C2(C)CC2)cc1 | 4 | 1 | -8 | -9 | 9 | 1 | 1.1 | 4 | -5 | 83
CCOc1ccc(-n2c(SCC(=O)NCc3ccco3)nc3ccccc3c2=O)cc1 | 3 | 0.9 | -6 | 4 | -4 | 0.96 | 1.1 | 11 | 2 | 83
O=C(Nn1c(Cc2ccccc2)nc2ccccc2c1=O)c1c(O)c2cccc3c2n(c1=O)CCC3 | -1 | 0.8 | -5 | -2 | 2 | 1.2 | 1.1 | 22 | 5 | 104
COc1ccc(Cn2nnnc2C(c2cc3cc(C)ccc3[nH]c2=O)N2CCN(C)CC2)cc1 (centres undefined) | 4 | . | -2 | -12 | 12 | 1 | 1 | . | 13 | 102
CC(C)(C)NC(=O)COC(=O)c1cc(Cl)ccc1[N+](=O)[O-] | -1 | 0.9 | 2 | -14 | 13 | 0.99 | 1 | 6 | 12 | 95
Nc1c(C(=O)C2CC2)sc2nc(-c3ccccc3)cc(C(F)(F)F)c12 | 8 | 0.9 | 2 | 9 | -9 | 1.3 | 1 | 8 | 13 | 102
O=C(CO/N=C/c1ccccc1Cl)N1CCCc2ccccc21 | -7 | 0.9 | -4 | -16 | 16 | 0.86 | 1 | 14 | -9 | 100
COc1cccc(C(=O)COC(=O)CCC(=O)NC2CCCCC2)c1 | 7 | 0.9 | 4 | -2 | 2 | 0.97 | 1 | 8 | 4 | 105
O=C(c1cccs1)c1cn(CC(=O)N2CCc3ccccc3C2)c2ccccc12 | -7 | 0.9 | 1 | -14 | 15 | 1.2 | 1 | 9 | 6 | 92
CCOC(=O)c1cc(-c2ccccc2)sc1NC(=O)CCN1C(=O)c2ccccc2C1=O | 0 | 0.9 | -6 | 6 | -6 | 1.1 | 1.1 | 5 | -25 | 92
Cc1ccc(C)n1-c1ccc(C(=O)NN)s1 | 7 | 0.9 | -5 | 1 | -1 | 1.2 | 1.1 | 7 | 1 | 111
Cc1cccc(C)c1NC(=O)CSc1ncnc2nc[nH]c12 | -12 | 0.9 | -10 | -8 | 8 | 0.88 | 1.1 | 6 | -11 | 100
CCCCN(c1ccccc1)S(=O)(=O)c1cccc(C(=O)O)c1 | -5 | 1 | 1 | -17 | 17 | 1.1 | 1 | 2 | 5 | 101
O=C(Nc1ccc(F)cc1F)c1csc(-c2ccncc2)n1 | -2 | 0.9 | -6 | -21 | 21 | 1 | 1.1 | 7 | -2 | 112
Cc1ccc(-c2cc(C(F)F)nc(N3CCC(C)CC3)n2)cc1 | -18 | 1 | -5 | -1 | 1 | 1.3 | 1 | 2 | -11 | 101
Cc1cc(C)n(C(=O)CSc2ccc(Cl)cc2)n1 | 0 | 0.8 | -2 | 6 | -6 | 1.3 | 1 | 19 | 1 | 101

Look-ups from above.
Result for `COc1ccccc1/C=C/C=N/N1CCN(Cc2cccc3ccccc23)CC1` in TLR4 MyD88 comp: 3
Result for `Cc1ccc(-n2c(Cc3cccs3)nnc2SCC(=O)Nc2ccc(S(N)(=O)=O)cc2)cc1` in APP 5'UTR act: -16
Result for `O=C(CCCn1c(SCC(=O)c2ccc(F)cc2)nc2ccccc2c1=O)NCc1ccco1` in TLR4 MyD88 comp: -7
